Screening results as filed in PubChem BioAssay.
hcGAS inh – blocks human cGAS activity; Q8N884; recombinant h-cGAS, ATP depletion, Kinase-Glo luminescence; inhibition, % at 12.5 µM; AID 1259398; 290,000 tested, 0.081% active;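 note: 0% = vehicle reaction and 100% = reaction without DNA for no activity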
Target sequence (Q8N884 whole entry, looked up): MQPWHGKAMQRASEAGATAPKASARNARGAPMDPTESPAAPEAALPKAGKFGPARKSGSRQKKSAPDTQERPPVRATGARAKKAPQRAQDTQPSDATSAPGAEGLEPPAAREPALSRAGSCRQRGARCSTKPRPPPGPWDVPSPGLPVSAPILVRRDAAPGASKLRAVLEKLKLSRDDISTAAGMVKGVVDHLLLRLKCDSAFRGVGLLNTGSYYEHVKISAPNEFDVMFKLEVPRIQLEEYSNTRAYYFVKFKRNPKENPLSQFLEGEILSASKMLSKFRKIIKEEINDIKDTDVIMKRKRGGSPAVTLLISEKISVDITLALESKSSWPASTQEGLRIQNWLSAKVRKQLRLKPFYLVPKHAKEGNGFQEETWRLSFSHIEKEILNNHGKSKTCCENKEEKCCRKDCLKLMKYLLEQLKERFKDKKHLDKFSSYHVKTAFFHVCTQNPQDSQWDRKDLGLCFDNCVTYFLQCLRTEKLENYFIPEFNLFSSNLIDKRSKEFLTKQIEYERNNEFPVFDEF
NPYLR7 ag – activates Aedes aegypti NPYLR7 receptor. HEK293T NPYLR7/Galpha15, GCaMP6s calcium fluorescence. activation, % at 10 µM. 270,000 tested, 0.15% active. AID 1259423; in the data active = activation above about 40%;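 note: 0% = vehicle and 100% = reference agonist at the receptor; some compounds past the cut are filed as inactive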
mcGAS lum – blocks mouse cGAS activity; recombinant cGAS, Kinase-Glo ATP depletion luminescence; inhibition, % at 12.5 µM; 160,000 tested, 0.15% active; AID 1259399;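 note: 0% = negative control wells and 100% = reference inhibitor with no enzyme activity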
Starred values were filed as active, the others as inactive; nt = no result given; & = joins results of further samples. Cut-off read from the data, not from the text of the source, unless noted: active = inhibition above about 40%; inactive = the rest.

SMILES | hcGAS inh | NPYLR7 ag | mcGAS lum
COCCn1c(SCCc2ccccc2)nc2cc(Cl)ccc2c1=O | -5.1 | 0.6 | nt
CCCCCN(C(=O)c1ccc(Cl)cc1Cl)C(C)c1nc2ccccc2c(=O)n1-c1ccc2ccccc2c1 (stereo unspecified) | -9.5 | nt | -6.8
CC(C)CCC1(C2CCNCC2)NC(=O)N(CCO)C1=O (stereo unspecified) | -4.3 | -1.4 | nt
Cc1ccc(-c2cc(C(=O)O)n(-c3ccc(C)cc3C)n2)cc1 | -4.3 | 0.1 | nt
O=C(O)Cn1c(Cl)nnc1Cl | 2.8 | 2.8 | nt
COc1ccc(N2C(=O)CN(C(=O)c3ccc(F)c(F)c3)CC2(C)C)cc1 | -8.7 | 6.4 | nt
CC(=O)O[C@@H]1C[C@@]2(C)C(CC[C@@H]2C(C)=O)C2CCC3=CC(=O)CC[C@]3(C)C21 (stereo partly specified) | 10.2 | -9.7 | -4.5
O=C(Nn1ccc2nc(N3CCOCC3)ncc2c1=O)c1cccnc1 | -11.1 | 1.4 | nt
CCc1nc2ccc(C(=O)Nc3ccc(OC)c(OC)c3)cn2c1N(C)C(=O)Cc1ccccc1 | -1.5 | -1.4 | -1.1
COc1ccccc1NC(=O)Nc1ccc(N2CCC(Cc3ccccc3)CC2)c(C(=O)NCc2ccc(F)cc2)c1 | -4.7 | -0.6 | -6.2
CCC1(CC)Cc2ccccc2-c2c1c(=O)n(Cc1ccccc1)c1nnnn21 | -1.6 | -2.1 | -2.3
O=C1NC(c2ccsc2)Nc2c1cnn2-c1cccc(C(F)(F)F)c1 (stereo unspecified) | -9.0 | 6.6 | nt
Cc1cc(C2CCCN2C(=O)NCCc2nnc3n2CCCCC3)no1 (stereo unspecified) | -8.7 | 1.9 | nt
CC1(C)C2CC=C(C=NNC(=S)Nc3cccnc3)C1C2 (stereo unspecified) | -6.3 | 8.3 | -5.2
CCOC1=NN(c2ccc([N+](=O)[O-])cc2)C(=O)/C1=C\c1ccco1 | -7.0 | 2.9 | -8.5
O=C(Nc1cc2c(cc1Cl)OCCO2)N1CCN(S(=O)(=O)c2ccccc2)CC1 | -8.6 | 9.1 | nt
COc1ccc(CN2CCNC(=O)C2CC(=O)N(C)C2CCOCC2)cc1OC (stereo unspecified) | -2.4 | 6.0 | nt
Cc1ccc(N2C(N)=NC(N)=NC23CCCC3)c(C)c1 | -0.6 | 13.6 | -2.4
Cc1ccc(N2C(=O)CSC2c2cccc(NC(=O)c3cccc(Cl)c3)c2)c(C)c1 (stereo unspecified) | -5.2 | 4.1 | -6.1
O=S(=O)(Nc1cccc(CO)c1)c1cc(Cl)cc(Cl)c1 | -9.9 | 10.4 | -7.4
c1ccc(N2CCN(Cc3nc4ccccc4[nH]3)CC2)nc1 | -3.3 | -13.9 | nt
Nc1c(C(=O)Nc2ccc(Cl)cc2)c2ccccn2c1C(=O)c1ccccc1 | -1.0 | -3.9 | 0.8
Fc1cc2c(c(COc3cccc(-n4cnnn4)c3)c1)OCOC2 | 7.2 | -2.8 | nt
CCCCCCSc1nc(-c2ccc(Cl)cc2)cc(-c2ccccc2)c1C#N | -1.7 | -6.4 | -3.8
N#CC1C(=N)Oc2cc(N)ccc2C1c1c(Cl)cccc1Cl (stereo unspecified) | -4.7 | 159.6* | 9.0
Cc1cc(Nc2ccncc2)n2nc(C(F)(F)F)c(-c3ccccc3)c2n1 | 14.3 | 1.6 | 2.2
CCn1cc2nc(OC)c(CNC(=O)Cc3csc(C)n3)cc2c1O | -1.4 | -4.8 | -2.2
O=C(NC1CC1)c1cc(-c2ccccc2Cl)nc2cc(-c3ccccc3)nn12 | -3.0 | 19.9 | -3.7
COc1cccc(-c2cc(C(=O)NCCC(C)C)n3nc(C(C)(C)C)cc3n2)c1 | -6.9 | 12.1 | -5.2
CC(=O)Nc1nc2nc(C)c(C)c(=O)n2[nH]1 | 1.4 | -6.9 | nt
CC(C)(C)n1ncc(C(=O)Nc2ccc(NC(N)=O)cc2)c1C(F)(F)F | -6.6 | 10.9 | -15.0
CCC1CCCCN1C(=O)c1sc2ccc(OC)cc2c1Cl (stereo unspecified) | -5.8 | -7.2 | -9.5
Cc1ccc(-c2nc(C)c(Cc3ccccc3)c(N3CCN(S(=O)(=O)c4ccc(Cl)c([N+](=O)[O-])c4)CC3)n2)cc1 | -2.9 | 15.6 | -5.5
O=C(CN1C(=O)NC2(CCCCCC2)C1=O)NCc1cccs1 | -4.2 | 0.8 | -5.4
COc1ccc(C(=O)N2CCC3(CC2)SCCN3C(=O)c2cccs2)cc1 | -0.4 | -4.2 | 0.9
O=C1NC(=O)c2cc(Nc3ccccc3)c(Nc3ccccc3)cc21 | 4.2 | 3.9 | -1.2
Cn1ccnc1SCc1cc(=O)c(OC(=O)c2ccccc2C(F)(F)F)co1 | 6.5 | -6.8 | -4.5
Cc1noc(Cl)c1CCC(=O)N(C)Cc1ccccc1O | -14.5 | 1.7 | nt
COc1cc(C=CC(=O)Nc2nc(C)cs2)cc2c1OCCO2 | 5.2 | -7.2 | nt
O=C(c1ccco1)N(CCCn1ccnc1)c1nc2ccc(Br)cc2s1 | -2.1 | -10.0 | -1.3
CN(C)C(CNCC(O)COc1ccc(C#N)cc1)c1ccccc1 (stereo unspecified) | -5.4 | 9.4 | nt
CCOC(=O)C1CCN(C(=O)c2cccnc2NC(C)C)CC1 | -0.5 | 1.3 | 0.6
CCCCn1c(=O)c2c(nc3n2C(C)C(C)=NN3CCOC)n(C)c1=O (stereo unspecified) | -4.0 | 7.8 | -7.5
O=C(COc1ccc2ccccc2c1)N=Nc1c(O)[nH]c2ccc(Br)cc12 | -7.2 | 14.0 | -6.5
C=CCOC(=O)NCc1cnn2ccccc12 | -3.6 | 9.4 | nt
CSc1ccc(C2SCC(=O)N2c2ccc(C)c(F)c2)cc1 (stereo unspecified) | -7.9 | -5.9 | nt
Cc1csc(CCNC(=O)C2CC2c2ccc(Br)cc2)n1 (stereo unspecified) | 2.1 | -6.0 | 1.5
CCOC(=O)CC1COCCN1C(=O)c1ccc2oc(CCCc3ccccc3)nc2c1 (stereo unspecified) | -9.4 | 15.4 | nt
CCc1cccc2c(C(CC(=O)N3CCC4(CC3)OCCO4)c3cccc([N+](=O)[O-])c3)c[nH]c12 (stereo unspecified) | -4.9 | -0.8 | -4.3
CCn1c(O)c(N=NC(=O)c2cccc(Cl)c2)c2ccccc21 | -2.2 | -6.6 | nt
Cc1cccc(-c2noc(N3CCOCC3)c2CN(Cc2ccco2)C(=O)C2CC2)c1 | -5.6 | 5.2 | -4.3
C=CCC1(CC=C)CCCN1C(=O)C1CCCCO1 (stereo unspecified) | -4.7 | -1.3 | nt
COc1ccc(-c2cc(C(F)(F)F)n3ncc(C(=O)Nc4ccc(OC)c(OC)c4)c3n2)cc1 | -2.1 | -14.7 | 0.4
C=CCOC(=O)C1=C(C)NC(=O)NC1c1cc2c(cc1Br)OCO2 (stereo unspecified) | 1.8 | -8.3 | 1.0
Cc1ccc(N2C(=O)CC(Sc3ncccc3C(=O)O)C2=O)cc1 (stereo unspecified) | -4.0 | -11.9 | -7.9
CCOC(=O)COc1nc(SC)nc2sc3c(c12)CC(C)(C)OC3 | 10.2 | 6.6 | 3.8
O=C1NC(=O)C(c2ccccn2)(C2CCN(c3ncccc3Cl)CC2)N1 (stereo unspecified) | 0.7 | 2.3 | -16.1
Cc1nc([C@@H]2C[C@@H](O)CN2)n(C2CCCCC2)n1 | -12.2 | nt | -7.1
COc1ccc(CC(=O)Nc2c(C)nc3ccccn3c2=O)cc1 | -17.6 | 3.5 | nt
CSCc1ccc(C(=O)N(C)CC2CCN(CCc3ccc(Cl)cc3)CC2)o1 | -0.3 | 4.7 | -11.4
Other compounds
SMILES | hcGAS inh | NPYLR7 ag | mcGAS lum
Cc1nnc(N(C)c2ccccc2)[nH]c1=O | 0.0 | -1.2 | nt
Cc1cc(C)nc(SCc2cc(=O)c(OC(=O)c3cccc(Br)c3)co2)n1 | -5.3 | -10.6 | -5.1
COc1cc(C)c(-c2nc(CN3CCN(C(=O)c4ccco4)CC3)c(C)o2)cc1C | -6.7 | -9.7 | -3.1
O=C(CNc1ncnc2ccccc12)N1CCCC1 | -10.9 | 1.6 | -5.5
O=C(Nc1ccc(Nc2cc(-n3ccnc3)ncn2)cc1)Nc1ccccc1F | -1.1 | -11.2 | -10.2
O=C1c2ccccc2-c2nc3cc(Cl)c(Cl)cc3nc21 | -7.7 | -0.7 | nt
COc1ccc(OC)c(SCc2csc(Cc3ccc(C)cc3)n2)c1 | -5.4 | 1.4 | -7.5
Cc1nn(C)c(Cl)c1S(=O)(=O)NCCc1nncn1C(C)C | -6.8 | 5.0 | -17.0
C=CCOCCN1C(=O)C2C3c4ccccc4C([N+](=O)[O-])(c4ccccc43)C2C1=O (stereo unspecified) | -4.3 | -4.7 | nt
CCc1nc2n(n1)C(=O)C(C(c1ccc(F)c(F)c1)N1CCC(C(N)=O)CC1)S2 (stereo unspecified) | -3.8 | -2.6 | -6.6
CC(C)(C)NC(=O)CSc1nnc(-c2cccnc2)n1Cc1ccco1 | -10.7 | 7.8 | -2.8
COCCOC(=NCCN1CCCCC1)NC(=O)c1ccc(OC)cc1 | -5.3 | -6.3 | -5.0
CCN1CCCC1CNCc1cn(-c2ccccc2)nc1-c1cccnc1 (stereo unspecified) | -6.6 | 8.0 | nt
C=CCNc1nc(OC)nc(N(CCC)CCC)n1 | 3.1 | -5.3 | 0.8
Cc1[nH]n(-c2cccc(Cl)c2)c(=O)c1C1=C(N2CCOCC2)C(=O)N(c2ccccc2F)C1=O | -11.7&6.1 | 0.0&3.5 | -10.6&-7.5
Nc1nc2cc3c(cc2s1)OCCO3 | -7.5&6.4 | 2.3&9.0 | 0.5
COc1cc(-c2ccc3nnc(-c4cccc(Cl)c4)n3c2)ccc1O | -3.5 | 1.7 | -7.6
Cc1cccc(COn2cccc(C(=O)Nc3cc(Cl)ccc3Cl)c2=O)c1 | -3.1 | 2.7 | -5.4
O=c1cc(-c2ccoc2)oc2ccc(Cl)cc12 | -0.1 | 22.2 | -5.1
Cc1noc(-c2ccco2)c1C(=O)NCCCN(C)c1ccccc1 | -1.3 | -3.8 | -3.6
CCOC(=O)C1C(=O)C=C(c2cccs2)CC1c1ccc(OC)cc1 (stereo unspecified) | -6.3 | 7.2 | -2.9
CC[C@H]1COCCN1C(=O)CCc1c(C)n[nH]c1C | -6.4 | nt | -4.6
Cn1c(SCC(=O)N2CCN(c3ccccc3)CC2)nnc1C(F)(F)F | -6.2 | -2.6 | nt
O=C(NCc1cccc(C(F)(F)F)c1)c1ccc(CSc2nnc(Cc3ccccc3)n2-c2ccccc2F)cc1 | 2.2 | -14.0 | 3.7
COc1cccc(F)c1OCc1nc(CC2CC2)no1 | -8.4 | 19.5 | nt
S=c1oc(-c2ccncc2)nn1CN(Cc1cccnc1)C1CC1 | -0.2 | 0.0 | -5.9
COCCn1cnnc1C(C)NC1CCSCC1 (stereo unspecified) | -6.4 | 6.6 | nt
CN(Cc1ccccc1N1CCCCC1)C(=O)Nc1cccnc1 | -11.3 | 0.2 | nt

Another view of part of the listing above:
Below each compound: hcGAS inh	NPYLR7 ag	mcGAS lum
> Cc1nn(C)c(Cl)c1S(=O)(=O)NCCc1nncn1C(C)C
→ -6.8	5.0	-17.0
> C=CCOCCN1C(=O)C2C3c4ccccc4C([N+](=O)[O-])(c4ccccc43)C2C1=O (stereo unspecified)
→ -4.3	-4.7	nt
> CCc1nc2n(n1)C(=O)C(C(c1ccc(F)c(F)c1)N1CCC(C(N)=O)CC1)S2 (stereo unspecified)
→ -3.8	-2.6	-6.6
> CC(C)(C)NC(=O)CSc1nnc(-c2cccnc2)n1Cc1ccco1
→ -10.7	7.8	-2.8
> COCCOC(=NCCN1CCCCC1)NC(=O)c1ccc(OC)cc1
→ -5.3	-6.3	-5.0
> CCN1CCCC1CNCc1cn(-c2ccccc2)nc1-c1cccnc1 (stereo unspecified)
→ -6.6	8.0	nt
> C=CCNc1nc(OC)nc(N(CCC)CCC)n1
→ 3.1	-5.3	0.8
> Cc1[nH]n(-c2cccc(Cl)c2)c(=O)c1C1=C(N2CCOCC2)C(=O)N(c2ccccc2F)C1=O
→ -11.7&6.1	0.0&3.5	-10.6&-7.5
> Nc1nc2cc3c(cc2s1)OCCO3
→ -7.5&6.4	2.3&9.0	0.5
> COc1cc(-c2ccc3nnc(-c4cccc(Cl)c4)n3c2)ccc1O
→ -3.5	1.7	-7.6
> Cc1cccc(COn2cccc(C(=O)Nc3cc(Cl)ccc3Cl)c2=O)c1
→ -3.1	2.7	-5.4
> O=c1cc(-c2ccoc2)oc2ccc(Cl)cc12
→ -0.1	22.2	-5.1
> Cc1noc(-c2ccco2)c1C(=O)NCCCN(C)c1ccccc1
→ -1.3	-3.8	-3.6
> CCOC(=O)C1C(=O)C=C(c2cccs2)CC1c1ccc(OC)cc1 (stereo unspecified)
→ -6.3	7.2	-2.9
> CC[C@H]1COCCN1C(=O)CCc1c(C)n[nH]c1C
→ -6.4	nt	-4.6
> Cn1c(SCC(=O)N2CCN(c3ccccc3)CC2)nnc1C(F)(F)F
→ -6.2	-2.6	nt
> O=C(NCc1cccc(C(F)(F)F)c1)c1ccc(CSc2nnc(Cc3ccccc3)n2-c2ccccc2F)cc1
→ 2.2	-14.0	3.7
> COc1cccc(F)c1OCc1nc(CC2CC2)no1
→ -8.4	19.5	nt
